Screens (PubChem)
DENV2 CPE: protects cells from dengue virus 2 cytopathic effect; hit rate 1.7% among 350,000; AID 651640; CPE inhibition, % at 9.99 µM; DENV2-infected cells, cytopathic effect rescue, plate reader; in the data active = CPE inhibition above about 20%, passing the limit was not always enough; inconclusive = no clear call, values can overlap the other calls; tested in BHK-21 cells;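 also: 0% = median of neutral control wells and 100% = median of positive control wells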
PglD DTNB: PglD (C. jejuni) enzyme inhibition | inhibition, % at 12.5 µM | hit rate 0.098% among 360,000 | purified PglD enzyme, DTNB colorimetric CoA detection; in the data active = inhibition above about 16%, passing the limit was not always enough; inconclusive = no clear call, values can overlap the other calls; also: strong numbers were not always called active
SIRT5 block: blocks human SIRT5 desuccinylation of peptide; Purified SirT5, succinyl-peptide AMC, trypsin-coupled fluorescence; hit rate 1.1% among 330,000; Q9NXA8; inhibition, % at 15 µM; in the data active = inhibition above about 15%; inconclusive = no clear call, values can overlap the other calls
Target sequence (Q9NXA8 whole entry, looked up): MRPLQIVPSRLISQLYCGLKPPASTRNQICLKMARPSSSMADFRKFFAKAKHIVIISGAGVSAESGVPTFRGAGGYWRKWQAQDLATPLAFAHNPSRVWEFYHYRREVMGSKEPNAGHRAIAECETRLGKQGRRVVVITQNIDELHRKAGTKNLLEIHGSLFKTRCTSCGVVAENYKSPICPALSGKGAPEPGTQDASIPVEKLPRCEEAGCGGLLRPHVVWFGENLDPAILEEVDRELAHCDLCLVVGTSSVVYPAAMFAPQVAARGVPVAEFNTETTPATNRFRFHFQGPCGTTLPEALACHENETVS
Statin myotox sup: suppression of simvastatin myotoxicity; rescue of ATP level, % at 7.49 µM; C2C12 myotubes + simvastatin, ATP luminescence, 48 h; scaled: DMSO 0, geranylgeraniol control 100; hit rate 0.78% among 330,000;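 active = mean ATP rescue above about 67%, or every replicate alone reaching that limit, limit read from the data, passing the limit was not always enough; inconclusive = no clear call, values can overlap the other calls; inactive = mean under the limit and some replicate under it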;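 also: myotubes were challenged with 10 µM simvastatin during compound exposure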
ERp5 inh: ERp5 (human) disulfide isomerase inhibition; Q15084; ERp5 insulin aggregation, absorbance 650 nm, 90 min; inhibition, % at 9.99 µM; hit rate 0.05% among 350,000; AID 651711;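 active = mean replicate inhibition above about 25%, with every replicate also reaching it, limit read from the data, passing the limit was not always enough; inconclusive = only one of those two criteria met; inactive = neither criterion met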
S100A4 inh HTS: inhibitors of human S100A4 binding to myosin IIA peptide; hit rate 0.14% among 360,000; inhibition, % at 10.7 µM; S100A4/TAMRA-MyoIIA peptide fluorescence polarization; P26447; AID 652163;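 active = mean inhibition of at least 70% across replicates, with every replicate also reaching that level; inconclusive = mean inhibition reaches 70% but some replicates fall short; inactive = mean inhibition below 70%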
Target sequence (P26447 whole entry, looked up): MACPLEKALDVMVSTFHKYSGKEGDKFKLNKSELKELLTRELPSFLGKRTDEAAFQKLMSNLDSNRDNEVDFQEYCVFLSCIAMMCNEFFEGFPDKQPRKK
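Test system: S100A4 monomer protein. Medium: HEPES buffer with Ca2+, pH 7.2. Reagent: fluorescent myosin IIA peptide, 5 nM. Compound dosing: single-point compound testing. Timing: 5 min between mix addition and reading. Benchmarks: DMSO neutral and TFP positive wells.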
E-selectin induc: induces E-selectin expression in human endothelial cells. P16581. hit rate 0.37% among 260,000. activation, % at 7.58 µM. HUVEC E-selectin immunofluorescence imaging; normalized: neutral wells 0, TNF-alpha wells 100;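 active = mean E-selectin-positive cell signal at least 10% of the positive control, reached in at least 60% of replicates, without over 20% cell loss; inconclusive = no rule given, readout overlaps actives, possibly toxicity-flagged; inactive = the rest, including those meeting only one limit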;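 also: in these data hits start at about 27%; measured in HUVEC primary endothelial cells; signal is the percent of cells scored E-selectin positive by PE staining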
Target sequence (P16581 whole entry, looked up): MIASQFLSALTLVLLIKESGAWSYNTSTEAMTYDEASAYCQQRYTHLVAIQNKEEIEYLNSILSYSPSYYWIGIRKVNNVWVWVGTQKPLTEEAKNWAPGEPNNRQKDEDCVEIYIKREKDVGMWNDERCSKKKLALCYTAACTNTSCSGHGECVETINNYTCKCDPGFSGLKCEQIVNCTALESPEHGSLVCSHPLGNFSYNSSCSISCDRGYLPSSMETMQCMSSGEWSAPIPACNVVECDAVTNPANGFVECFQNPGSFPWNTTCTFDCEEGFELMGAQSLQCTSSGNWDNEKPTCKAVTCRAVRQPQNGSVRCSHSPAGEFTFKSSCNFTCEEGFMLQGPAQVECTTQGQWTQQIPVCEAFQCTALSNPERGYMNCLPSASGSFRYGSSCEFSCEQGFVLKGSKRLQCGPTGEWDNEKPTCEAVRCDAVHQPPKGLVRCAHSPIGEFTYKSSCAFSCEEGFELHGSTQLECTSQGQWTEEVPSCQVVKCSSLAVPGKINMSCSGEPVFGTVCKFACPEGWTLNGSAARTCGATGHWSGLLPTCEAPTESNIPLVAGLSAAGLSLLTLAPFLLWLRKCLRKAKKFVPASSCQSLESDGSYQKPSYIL
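Read-out basis: % PE-positive cells; Test system: HUVEC primary endothelial cells; Technique: immunofluorescence imaging; Dosing: single-point compound dose.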
Starred values were filed as active, the others as inactive; ? = inconclusive; nt = not tested or not shown. A portion of the library. The share of hits here may be higher or lower than overall.

SMILES | DENV2 CPE | PglD DTNB | SIRT5 block | Statin myotox sup | ERp5 inh | S100A4 inh HTS | E-selectin induc
O=C(NCc1ccccc1)[C@@H]1CCCN1C(=O)[C@H]1CCCN1C(=O)c1cccc(F)c1 | -5.3 | nt | nt | nt | -1.7 | -1.6 | 0.2
Cc1c(O)ccc2c(=O)c(Oc3ccccc3)coc12 | 1.8 | -3.4 | -0.2 | 2.1 | 3.5 | -1.3 | 0.4
C[C@H]1CN([C@@H](C)CO)C(=O)c2cccc(NC(=O)CCCCCC(=O)Nc3ccccc3N)c2O[C@H]1CN(C)CC1CC1 | -16.2 | nt | -5.5 | nt | 4.3 | 27.2 | 0.1
CC(=O)OC1CCC2C3CCC4=CC(=O)CCC4(C)C3CCC2(C)[C@]1(C)O (some centres undefined) | 105.7* | -5.1 | -3.2 | -4.9 | 0.1 | 0.6 | -0.4
CC(=O)N1CCN(C(C)=O)c2ccccc21 | -4.6 | 2.2 | -3.0 | -1.0 | -3.9 | 0.8 | 0.0
CCCCC(CC)C(=O)Nc1ncc([N+](=O)[O-])s1 (centres undefined) | -3.3 | -0.3 | 1.9 | nt | 0.2 | -8.8 | -1.9
CNC[C@@H]1OCCCC[C@@H](C)Oc2ccc(NC(=O)C3CCCCC3)cc2C(=O)N([C@@H](C)CO)C[C@H]1C | 2.9 | 3.1 | 1.4 | -88.9 | 5.2 | -8.5 | 0.0
Cc1cccc(N2CCN(C(=O)c3c(-c4ccccc4Cl)noc3C)CC2)c1C | ? | -6.7 | -0.7 | -30.2 | 1.7 | -2.3 | 0.3
COc1ccc2c3c([nH]c2c1)[C@@H](CO)N(Cc1cc(F)ccc1F)CC31CCN(C(=O)CN(C)C)CC1 | -4.7 | nt | 2.3 | nt | -4.4 | -0.7 | 0.4
Cc1ccc(Cc2c(C)nc3nc(SCC(=O)NCCCN4CCCCC4)nn3c2C)cc1 | ? | -3.9 | -1.7 | -13.5 | 0.2 | -10.1 | nt
CCN(CC)CCn1c2c(c(SCC(=O)Nc3cc(OC)cc(OC)c3)nc1=O)CCC2 | -1.8 | 2.9 | 2.3 | 9.4 | 5.2 | -2.6 | 0.4
Cc1cccc(C(=O)Nc2ccc(S(=O)(=O)N3CCOCC3)cc2)c1[N+](=O)[O-] | -4.2 | -2.4 | 0.6 | -8.2 | 4.7 | -1.9 | 0.3
Cc1ccc(S(=O)(=O)N(C)C[C@H]2Oc3c(NS(=O)(=O)c4c(C)noc4C)cccc3C(=O)N([C@@H](C)CO)C[C@H]2C)cc1 | -0.8 | 0.6 | 2.1 | -65.8 | -4.5 | -26.7 | 2.6
O=C(NCCC(=O)N(Cc1ccco1)Cc1cccs1)c1ccc(Br)cc1 | -3.1 | -1.1 | -3.7 | -1.9 | -5.4 | 0.1 | 0.4
C=CCOC(=O)C(=O)/C=C/c1csc2ccccc12 | -6.6 | 0.7 | -1.5 | 14.9 | 4.2 | -5.9 | -0.1
Cc1ccc(NC(=O)COC(=O)c2ccc3c(c2)OCCO3)cc1 | -0.2 | -2.7 | 1.0 | -3.1 | 0.9 | 0.3 | nt
O=C(C[C@H]1CC[C@H]2[C@@H](COC[C@H](O)CN2Cc2ccc(C(F)(F)F)cc2)O1)N1CCc2ccccc2C1 | 15.8 | -4.5 | nt | 34.1 | nt | nt | -0.1
Cc1ccc(NC(=O)CCCN2C(=S)NC(C)(C)CC2C)cc1 (centres undefined) | -1.5 | nt | -2.0 | -7.2 | 0.5 | -12.9 | nt
O=C1CCN(S(=O)(=O)c2ccccc2)C2CCCCC12 (centres undefined) | nt | -0.8 | nt | 3.9 | nt | nt | -0.7
C[C@@H]1CN([C@@H](C)CO)C(=O)c2cc(NC(=O)NC3CCCCC3)ccc2O[C@@H](C)CCCCO[C@@H]1CN(C)C(=O)CCCN(C)C | 0.7 | -2.2 | 0.4 | nt | -0.1 | 13.0 | -0.1
CCc1nc2ccc(C(=O)NC3CCN(C)CC3)cn2c1N(C)CCC(C)C | 5.9 | -0.4 | -2.2 | -32.0 | -3.4 | 2.5 | 6.9
COc1ccc(C(=O)NN2CCOCC2)cc1[N+](=O)[O-] | -6.9 | -0.8 | 0.7 | 7.2 | 4.0 | 2.7 | -0.4
COc1ccc(CN(Cc2nc3ccccc3c(=O)[nH]2)C(=O)c2ccco2)cc1 | -4.4 | 9.2 | 1.4 | 10.3 | 2.8 | -4.9 | nt
COc1ccccc1NC(=O)Cn1nc(Cc2cccnc2)c2ccccc2c1=O | -1.3 | nt | 1.4 | nt | 0.7 | 0.8 | 0.1
C[C@@H]1CN([C@H](C)CO)C(=O)Cc2cc(NS(=O)(=O)c3ccccc3)ccc2O[C@H]1CN(C)S(=O)(=O)c1ccc(F)cc1 | -3.9 | 1.1 | nt | 33.8 | nt | nt | 0.0

Additional records follow:
SMILES | DENV2 CPE | PglD DTNB | SIRT5 block | Statin myotox sup | ERp5 inh | S100A4 inh HTS | E-selectin induc
CC(C)(C)C(=O)Nc1ccc(C(=O)NNC(=O)Cc2ccccc2)cc1 | nt | 0.9 | -3.3 | -2.0 | 2.1 | -2.9 | nt
Oc1ccc(-c2ccccc2)cc1CN1CCCCCC1 | -4.1 | -2.7 | -6.2 | 5.9 | -1.8 | -2.2 | nt
CCOC(=O)N1CCN(c2c(NCc3ccc(Cl)cc3)c(=O)c2=O)CC1 | 2.5 | 3.2 | -0.3 | -63.1 | -1.3 | -0.2 | 1.3
Cc1ccccc1Br | -4.8 | nt | nt | nt | 0.3 | 0.8 | nt
CCC(C)[C@H]1CNC(=O)C(=O)N1CC1CCCCC1 (some centres undefined) | 0.4 | nt | nt | nt | -4.2 | -4.8 | -0.1
CCCC(=O)Nc1ccc2c(c1)OC[C@@H](C)N(S(=O)(=O)c1cn(C)cn1)C[C@H](C)[C@@H](OC)CN(C)C2=O | 2.3 | 4.0 | -4.9 | 3.8 | 0.6 | -13.0 | 0.4
O=C(CCl)N=c1sccn1Cc1ccccc1Cl | 3.0 | -5.6 | -2.4 | nt | 5.6 | 1.9 | nt
N#Cc1ccc(-c2ccc([C@@H]3[C@H](CO)N4C(=O)CN(C(=O)C5CCC5)C[C@@H]34)cc2)cc1 | 1.6 | nt | -6.0 | nt | 0.6 | 5.7 | 0.0
Brc1ccc(OCc2ccccc2)c(CNCC2CCCO2)c1 (centres undefined) | -2.5 | nt | -0.5 | nt | 1.5 | 0.6 | -0.5
COc1ccc2c3c([nH]c2c1)[C@H](CO)N(Cc1ccccc1)CC31CCN(C(=O)NC(C)C)CC1 | 5.4 | nt | 3.8 | nt | 9.7 | -21.4 | -0.1
O=C(O)CC(CC(=O)Nc1ccc(Oc2ccccc2)cc1)c1ccccc1 (centres undefined) | -7.7 | nt | -2.0 | nt | 7.1 | 3.1 | nt
COc1ccccc1C(CNC(=O)CN(C)S(=O)(=O)c1ccc(C)cc1)N1CCCC1 (centres undefined) | 1.5 | 1.2 | -6.0 | 30.7 | -9.7 | -12.4 | -0.8
CCOC1(OCC)OC(c2ccccc2)=C(C#N)C(C=Cc2ccccc2)C1(OCC)OCC (centres undefined) | 1.7 | nt | -1.0 | nt | 4.4 | 19.4 | -0.1
COc1ccc([N+](=O)[O-])c(OC)c1C(=O)Nc1ccc(F)cc1F | -1.3 | nt | 2.2 | nt | 2.7 | -1.5 | nt
O=C(NCc1cccs1)C1CC1 | nt | 6.2 | -3.2 | 2.4 | 8.1 | 6.1 | nt
Cc1ccc(CNC(=O)c2ccc[nH]2)cc1 | 0.1 | nt | -1.2 | nt | -3.9 | 0.5 | -0.7
CCCCN1C(=O)CC(Sc2ncccc2C(=O)O)C1=O (centres undefined) | nt | 4.3 | 1.2 | -8.1 | -4.5 | -3.8 | 3.1
CN1CCN(S(=O)(=O)c2cccc(C(=O)Oc3ccc(C(C)(C)C)cc3)c2)CC1 | -2.8 | -1.1 | -6.6 | -4.8 | 5.9 | -3.0 | nt
C[C@H](CO)N1C[C@H](C)[C@H](CN(C)Cc2ccncc2)Oc2cc(C#CC3CC3)ccc2S1(=O)=O | 7.9 | 5.6 | -1.3 | 12.5 | 10.4 | -5.1 | -0.3
Cc1cn(COC/C=C/c2ccccc2)c(=O)[nH]c1=O | nt | -2.6 | 13.2 | -0.6 | 6.0 | -4.1 | nt
Cc1ccccc1-c1cnc2c(c1)C(=O)N([C@H](C)CO)C[C@@H](C)[C@H](CN(C)Cc1ccncc1)O2 | 11.7 | -1.1 | 4.6 | -2.5 | 0.2 | 14.3 | -0.2
N#Cc1c(-c2ccccc2Cl)cc(-c2ccccc2)nc1Br | 3.1 | nt | -4.8 | nt | 3.1 | 0.3 | nt
CCN(CC)S(=O)(=O)c1ccc(N2CCCC2)c(NC(=O)C2=NN(c3ccccc3)C(=O)CC2)c1 | 1.6 | -1.6 | 2.8 | -0.5 | -1.4 | -4.9 | nt
O=C(Nc1cccnc1Oc1ccc(Cl)cc1)c1cccc2ccccc12 | -0.5 | -1.5 | 0.4 | 11.7 | 0.3 | 9.5 | -0.3
O=C(NCC[C@@H]1CC[C@H](NS(=O)(=O)c2cccc(F)c2)[C@H](CO)O1)C1CC1 | -0.9 | -0.3 | 1.5 | -0.4 | 1.1 | -1.6 | 0.2

(further entries)
SMILES | DENV2 CPE | PglD DTNB | SIRT5 block | Statin myotox sup | ERp5 inh | S100A4 inh HTS | E-selectin induc
O=S(=O)(c1ccc(-c2ccon2)s1)N1CCN(c2ccccn2)CC1 | 1.2 | nt | -3.6 | nt | 5.2 | -1.4 | nt
CCCNC(=O)Nc1ccc2c(c1)OC[C@@H](C)N(CC1CCCC1)C[C@H](C)[C@H](OC)CN(C)C2=O | -12.4 | nt | -1.3 | nt | 20.8 | -3.6 | -0.1
COc1ccc(-c2nnnn2-c2ccc(F)cc2F)cc1 | 1.0 | -12.2 | -1.6 | 3.6 | 3.4 | 2.8 | 1.8
COc1cccc(NC(=O)N[C@@H]2C=C[C@H](CC(=O)Nc3ccc(-c4ccccc4)cc3)O[C@H]2CO)c1 | 1.9 | 1.3 | 3.1 | 9.2 | 2.9 | -16.4 | 0.0
CN1C(=O)c2cc(NC(=O)C3CCCC3)ccc2OC[C@H]2O[C@H](CC(=O)NCc3ccccc3F)CC[C@H]21 | 3.0 | nt | -1.2 | nt | 6.7 | -2.5 | 0.0
Cc1cc(NC(=O)c2cc(F)c(F)cc2Cl)no1 | -8.5 | nt | -4.7 | nt | 3.4 | -1.0 | -1.5
CCCCn1c(CN2CCN(c3ccc(F)cc3)CC2)nc2c1c(=O)n(C)c(=O)n2C | -2.3 | 0.6 | -1.6 | -8.5 | -7.9 | -0.2 | nt
Cn1cc(S(=O)(=O)N2CCOCC2)cc1C(=O)Nc1cccc(Cl)c1 | -0.3 | -1.1 | -2.2 | -18.8 | -5.3 | 3.1 | 0.0
CC(C)CC#Cc1cnc2c(c1)C(=O)N([C@H](C)CO)C[C@H](C)[C@@H](CN(C)Cc1ccc(C(=O)O)cc1)O2 | -8.0 | -0.2 | 3.9 | -19.8 | -3.0 | 2.2 | -0.3
COc1cccc(C(=O)Nc2cc(-c3cn4cccnc4n3)ccc2C)c1 | -6.0 | -3.6 | -14.4 | -1.6 | 3.8 | -3.0 | 1.9
CCCc1nc(SCC(=O)Nc2nc3c(s2)CCCC3)c2ccccc2n1 | -4.6 | 6.0 | 15.9* | 27.2 | -1.9 | 4.1 | nt
CCOc1cc(N2CCOCC2)c(OCC)cc1NC(=O)CN1C(=O)NC2(CCCCC2)C1=O | 6.8 | 2.4 | -3.5 | -3.9 | 9.3 | -5.0 | -0.3

Pulled by structure from above, 2 records:
SMILES | DENV2 CPE | PglD DTNB | SIRT5 block | Statin myotox sup | ERp5 inh | S100A4 inh HTS | E-selectin induc
Cc1cc(NC(=O)c2cc(F)c(F)cc2Cl)no1 | -8.5 | nt | -4.7 | nt | 3.4 | -1.0 | -1.5
Cn1cc(S(=O)(=O)N2CCOCC2)cc1C(=O)Nc1cccc(Cl)c1 | -0.3 | -1.1 | -2.2 | -18.8 | -5.3 | 3.1 | 0.0
